Efflux pump mplx: inhibitors of Candida antifungal efflux pumps expressed in yeast | S. cerevisiae Candida pump triplex, Nile Red efflux | inhibition, % at 10 µM | AID 485275 | 0.44% of 330,000 active;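 active = plate passing quality check with inhibition over a set limit, or well fluorescence over plate mean plus 4 SD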;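 note: Nile Red retained in pooled yeast measured as flow cytometry median fluorescence; 0% = buffer negative control and 100% = Enniatin B positive control; higher means more Nile Red kept so more efflux inhibition; some compounds called inactive have numbers as strong as hits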
procasp3 activ: procaspase-3 (human) activation; activation, % at 8.5 µM; recombinant procaspase-3 D3A, Ac-DEVD-pNA absorbance 405 nm; P42574; 0.11% of 330,000 active;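 active = activation above the mean of all tested compounds plus 3 SD, cut at about 21% in these data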;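 note: 0% = DMSO alone and 100% = DMSO wells spiked with extra 5 µM PC-3 D3A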
Target sequence (P42574 whole entry D9A/D28A/D175A): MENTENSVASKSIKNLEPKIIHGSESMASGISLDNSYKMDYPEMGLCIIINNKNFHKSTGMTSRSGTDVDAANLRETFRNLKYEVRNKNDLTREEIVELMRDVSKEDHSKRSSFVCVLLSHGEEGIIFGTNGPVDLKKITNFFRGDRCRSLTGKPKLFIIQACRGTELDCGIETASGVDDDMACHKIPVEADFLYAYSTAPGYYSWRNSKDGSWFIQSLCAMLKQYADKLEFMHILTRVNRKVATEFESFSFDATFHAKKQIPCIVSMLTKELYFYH
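Technique: 405 nm absorbance of p-nitroaniline, reads at 0 and 120 min; Test system: Procaspase-3 D3A mutant; Incubation: 1 h enzyme-compound preincubation, then 2 h substrate reaction, 25 °C; Repeats: singlicate, each compound tested once; Benchmarks: low control DMSO wells, high control DMSO plus 5 µM PC-3 D3A.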
PP5 primary: PP5 (human) phosphatase inhibition | P53041 | purified PP5c, OMFP substrate fluorescence | inhibition, % at 6.7 µM | 0.18% of 320,000 active | AID 1987;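 active = inhibition above the campaign's mean inhibition across all tested compounds plus 3 SD, cut at about 9.5% in these data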;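 note: 0% = DMSO only and 100% = 100 µM cantharidin control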
proCasp7 act: activates human procaspase-7, counter-screen for procaspase-3 activators; AID 463210; activation, % at 8.5 µM; recombinant procaspase-7, Ac-DEVD-pNA absorbance 405 nm; D23A/D198A/D206A triple mutant, cannot self-cleave; scale: DMSO 0, 5 µM enzyme 100; P55210; 0.093% of 330,000 active;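 active = percent activation above the screen-wide mean plus 3 SD, cut at about 25% in these data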
Target sequence (P55210 whole entry D23A/D198A/D206A): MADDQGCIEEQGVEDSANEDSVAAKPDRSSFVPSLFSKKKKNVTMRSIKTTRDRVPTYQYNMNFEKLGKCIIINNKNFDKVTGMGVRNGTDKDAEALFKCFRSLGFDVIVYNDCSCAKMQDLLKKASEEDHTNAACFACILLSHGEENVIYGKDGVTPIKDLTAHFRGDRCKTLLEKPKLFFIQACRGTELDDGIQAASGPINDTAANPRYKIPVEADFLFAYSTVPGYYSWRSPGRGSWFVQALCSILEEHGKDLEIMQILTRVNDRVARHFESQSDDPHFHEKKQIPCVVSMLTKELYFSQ
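System: Uncleavable procaspase-7 mutant enzyme; Amount: 2 µM procaspase-7 mutant as dispensed; Schedule: 1 h compound preincubation, 2 h substrate cleavage, 25 °C; Measured by: 405 nm absorbance of p-nitroaniline; Evaluation: percent activation from buffer-corrected 0–120 min absorbance change; Control set: low DMSO alone, high DMSO plus 5 µM PC-7.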
GASC-1 inh: inhibitors of human GASC-1 (JMJD2C) demethylase; Q9H3R0; AID 2099; 0.069% of 330,000 active; GST-JMJD2C(1-420) H3K9me3 demethylation, DELFIA europium; inhibition, % at 2.35 µM;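 active = more than half of a compound's replicate wells show inhibition beyond 50%, single wells judged on their own value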;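 note: signal counts dimethyl H3K9 product captured on neutravidin plate; 0% = median of DMSO wells and 100% = 0.3 times that DMSO median; strong numbers were not always called active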
Target sequence (Q9H3R0 1-420 limits assumed): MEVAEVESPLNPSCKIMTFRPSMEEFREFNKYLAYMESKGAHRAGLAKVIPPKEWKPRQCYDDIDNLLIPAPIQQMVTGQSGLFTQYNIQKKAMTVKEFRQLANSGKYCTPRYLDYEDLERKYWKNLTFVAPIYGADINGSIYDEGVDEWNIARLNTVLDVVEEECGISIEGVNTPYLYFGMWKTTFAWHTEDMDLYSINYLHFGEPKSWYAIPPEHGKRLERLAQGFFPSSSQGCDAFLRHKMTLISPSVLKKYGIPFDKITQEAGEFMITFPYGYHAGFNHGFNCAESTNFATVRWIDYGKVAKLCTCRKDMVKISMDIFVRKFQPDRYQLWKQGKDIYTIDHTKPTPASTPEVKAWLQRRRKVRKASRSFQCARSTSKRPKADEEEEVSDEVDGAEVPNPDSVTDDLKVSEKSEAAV
core dimer inh: blocks dimerization of HCV core protein; inhibition, % at 5 µM; AID 1899; TR-FRET GST/Flag-core106 dimerization, 1536-well; 0.33% of 300,000 active;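 active = inhibition above the mean of all tested compounds plus 3 SD, set per screening campaign, cut at about 45% in these data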
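System: GST/Flag-tagged HCV core106 proteins. Incubation: compound-protein-antibody incubation 4 h at 22.5 °C. Technique: HTRF with 340 nm excitation, 617/671 nm emission. Medium: KF-containing HEPES buffer, pH 7.45, DTT, CHAPS, BSA. Read-out: inhibition (%) from 671 over 617 nm ratio. Also added: Eu(K)-anti-GST 90 ng/mL plus XL665-anti-Flag 1 µg/mL.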
PP1 inh: blocks human PP1-alpha phosphatase, a PP5 counter-screen | P62136 | purified PP1alpha, OMFP fluorescence | inhibition, % at 6.7 µM | 0.9% of 320,000 active | AID 2235;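 active = inhibition above the mean inhibition of all tested compounds plus 3 SD, computed separately for each screening campaign, cut at about 15% in these data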
CTSL1 counter: counter-screen for PFM18AAP inhibitors: inhibitors of F. hepatica cathepsin L1 | recombinant F. hepatica cathepsin L1, Z-Leu-Arg-MCA fluorescence | inhibition, % at 5.96 µM | 0.49% of 300,000 active | AID 1906;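 active = inhibition above the mean of all tested compounds plus 3 SD, set per screening campaign, cut at about 17% in these data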;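 note: 0% = plate median of test compound wells and 100% = 1 µM Z-Phe-Ala-diazomethylketone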
TPT1 inhibitor: blocks Candida albicans tRNA 2'-phosphotransferase; AID 1962; inhibition, % at 5 µM; recombinant caTPT1, FP RNA substrate dephosphorylation; 0.81% of 300,000 active;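 active = inhibition above the mean of all tested compounds plus 3 SD, set per screening campaign, cut at about 24% in these data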;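 note: plate controls were DMSO alone for no effect and ferristatin control at 100 nM for full effect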
* hit, by the source's call; i = inactive; / = not tested or not shown.

SMILES	Efflux pump mplx	procasp3 activ	PP5 primary	proCasp7 act	GASC-1 inh	core dimer inh	PP1 inh	CTSL1 counter	TPT1 inhibitor
CCN(C(=O)c1ccccc1Cl)c1ccccc1	0.3	1	2.5	7	0	3	-7	-4	0
COc1ccc(Oc2nc3c(C)cccn3c(=O)c2/C=C(\C#N)C(N)=O)cc1	0.0	9	-4.0	0	-4	3	5	10	-8
S=C(NCc1cccnc1)NCc1cccnc1	0.1	-3	0.9	-6	58	-1	1	5	-4
Cc1cc(NC(=S)Nc2ccc(C)c(Cl)c2)n[nH]1	0.1	-21	3.2	-10	-7	1	-3	0	-3
Cc1oc2c(c(C)cc3oc(=O)c(CC(=O)NCCCN4CCCC4=O)c(C)c32)c1C	0.0	1	4.3	-7	0	5	-5	-2	-4
C=CCNC(=O)c1c[nH]c2ccc(S(=O)(=O)N(C)c3ccc(OCC)cc3)cc2c1=O	-0.1	-1	2.0	4	0	4	0	7	0
Cc1ccc(-n2ncc3c(Nc4cccc(C(=O)O)c4)ncnc32)cc1	0.0	5	1.1	15	8	4	-3	-5	-6
CCc1ccc(NC(=O)C2CC(=O)N=C(N)S2)cc1 (stereo unspecified)	0.0	-11	0.0	-2	-5	-2	-1	-1	-2
N/C(=N\OC(=O)c1ccccc1Cl)c1ccccn1	-0.1	18	3.9	8	-2	-4	0	-2	0
NS(=O)(=O)c1ccc(NC(=S)NC2CCCCCC2)cc1	0.2	-11	3.0	-12	-9	-15	-1	1	1
Cc1ccc(N2C(=O)C3C(C2=O)N2C(c4cccs4)C4C(=O)N(c5ccc(C)cc5)C(=O)C4N2C3c2cccs2)cc1 (stereo unspecified)	0.2	-2	1.5	9	-9	13	11	-3	1
CCCN(CCC)S(=O)(=O)c1ccc(C(=O)NNc2nc(-c3ccccc3)c3cc(Br)ccc3n2)cc1	-0.1	2	0.0	1	9	24	7	1	-2
Cc1ccccc1S(=O)Cc1ccc(C(=O)NC2CC2)o1 (stereo unspecified)	0.0	6	-1.5	-2	-4	8	-1	4	-1
COC(=O)c1cccc(S(=O)(=O)N(Cc2ccco2)Cc2cc3cc(OC)ccc3[nH]c2=O)c1	0.0	-8	4.2	-5	-1	3	1	1	5
Cc1ccc(S(=O)(=O)NCc2ccccc2)cc1C(=O)N1CC(C)CC(C)C1 (stereo unspecified)	0.0	1	2.2	4	25	1	-2	-1	-2
O=C(OCC(=O)N1CCCc2ccccc21)c1cc(S(=O)(=O)N2CCOCC2)ccc1O	0.2	7	2.2	11	9	/	-3	/	/
CC1CCN(CC(O)COc2ccc(OCC(O)CN3CCC(C)CC3)cc2)CC1 (stereo unspecified)	0.2	2	1.6	9	8	0	2	-3	3
O=C1/C(=C/c2ccc(F)cc2)SC(=S)N1CCCC(=O)N1CCCCC1CCO (stereo unspecified)	0.1	-3	2.9	-22	3	-3	6	2	4
COc1ccccc1N1CCN(CCN(C(=O)c2ccc(F)cc2)c2ccccn2)CC1	-0.1	3	1.8	-3	/	-1	-3	-3	-1
CCOC(=O)Nc1ccc2c(c1)N(C(=O)CCN(C)C)c1ccccc1CC2	0.0	4	1.6	1	-1	3	-3	-2	-1
COc1cccc(CNC(=O)CC2Sc3ccccc3NC2=O)c1 (stereo unspecified)	0.0	-2	-1.6	14	0	-4	-7	0	0
Cc1ccc(C(=O)c2cc([N+](=O)[O-])ccc2N2CCOCC2)c(C)c1	0.3	-4	4.3	-7	-3	9	-1	-2	3
O=C(NCCc1ccccc1)C1CCN(S(=O)(=O)c2cccc3nsnc23)CC1	0.0	2	-0.3	1	-12	-3	-1	-4	-2
COc1cc(/C=C\C(=O)NCc2ccc3[nH]c(C)cc3c2)cc(OC)c1OC	-0.1	-6	3.7	4	-12	3	1	2	2
O=C(Cc1cccc2ccccc12)Nc1cccnc1	0.0	1	-1.0	-1	-10	-4	-3	-2	-1
NC(=O)C1(N2CCCCC2)CCN(C(=O)CSc2nc3ccccc3o2)CC1	0.2	5	3.4	-4	-3	6	-4	-2	-2
O=C(O)CSc1ccccc1C(=O)O	0.1	2	0.1	4	6	3	2	-1	-1
COc1ccc(S(=O)(=O)N2CCCCCC2)cc1C(=O)N(C)Cc1cccc(OC)c1OC	0.1	-2	0.2	2	4	3	-1	-1	-1
Cc1nc2ccccc2nc(C)c1=NOCc1cccc(Cl)c1	0.1	1	3.2	3	-5	0	-1	0	1
COc1ccc(OCCC(=O)OCC(=O)NC2CCCCC2)cc1	0.1	5	/	-1	2	/	/	/	/
O=C(CCCN1C(=O)/C(=C/c2ccccc2Cl)SC1=S)NNC(=O)c1ccccc1Cl	-0.2	-7	4.1	-20	-5	6	17*	0	0
CCOC(=O)c1cc2c(=O)[nH]c(C(Cl)(Cl)Cl)nc2o1	0.0	-1	0.2	-3	7	-6	-2	12	1
O=S(=O)(Nn1cnnc1)c1ccccc1	0.0	0	-0.4	7	-3	-3	-1	-2	-2
O=C(Nc1ncccc1O)c1c(O)c2ccccc2[nH]c1=O	-0.1	8	0.6	-3	1	-7	2	5	-1
O=C(Nc1cccc(C(F)(F)F)c1)N(Cc1ccc(Cl)cc1)CC(O)C(F)(F)F (stereo unspecified)	-0.1	-2	4.6	1	-3	-3	4	-1	-2
Cn1c(=O)n(Cc2ccc(Br)cc2)c2ccccc21	0.0	-4	2.8	-3	0	0	0	3	1
Cn1cnnc1SCC(=O)Nc1cccc(C(=O)O)c1	0.1	3	-1.4	12	-4	-2	-1	-3	1
CN1CCN(C(=O)CCn2c(=O)c3cccn3c3cccnc32)CC1	-0.1	6	-0.2	18	15	-5	2	-2	0
O=C1NC2(CCCCCC2)C(=O)N1Cc1ccccc1Br	0.1	-7	2.1	5	10	11	-8	-2	-1
COc1ccc2oc(C(=O)OCC(=O)N(C)c3ccccc3)c(C)c2c1	0.1	-7	0.4	3	5	10	-1	7	4
CC(=O)Nc1ccc(S(=O)(=O)N2CCN(CC(=O)N3CCOCC3)CC2)cc1	0.0	8	7.0	1	13	-1	1	-3	-3
CC(C)Nc1ncnc2c1cnn2Cc1ccccc1Cl	-0.1	8	0.3	-1	-5	-6	-4	-4	-3
COc1cccc(CC(=O)Nc2nc(-c3cc(OC)ccc3OC)cs2)c1	0.2	0	1.6	2	-7	10	3	1	-1
Cn1c(CNC(=O)CNC(=O)Cc2ccc(F)cc2)cc(=O)n(C)c1=O	-0.1	2	-0.5	-2	36	-1	-6	0	-1
CSc1ccc(CCNC(=O)c2cc(-c3ccccc3)c(N3CCOCC3)s2)cc1	-0.2	10	2.5	-9	3	10	13	1	-5
CC(=O)Nc1ccc(Oc2ncccn2)c(Cl)c1	0.1	4	1.9	-1	-9	-3	-3	1	-1
Cc1c(/C(O)=C2/C(=O)C(=O)N(CCN3CCOCC3)C2c2cccs2)cnn1-c1ccccc1 (stereo unspecified)	0.1	-24	1.2	-44	3	5	0	-7	-1
COc1ccc(CN(Cc2cc3cccc(C)c3[nH]c2=O)C(=O)N(C)C)cc1	-0.4	-5	2.6	13	5	-2	3	2	0
CCN(CC(=O)Nc1ccc(NC(C)=O)cc1)C(=O)c1ccccc1Sc1ccccc1C#N	0.0	-3	-3.6	-2	1	/	-3	/	/
COc1ccc(CNC(=O)CN(C(=O)c2csnn2)c2cccc3ccccc23)cc1	-0.1	-3	-1.1	5	0	4	-4	4	0
COCC(=O)Nc1ccc(F)cc1	0.0	2	2.5	-5	2	0	-2	-5	0
O=C(Nc1ccncc1)c1ccc2c(c1)C(=O)N(C1CCCCC1)C2=O	0.0	0	4.5	-4	-8	-3	3	-1	-3
CCOc1ccc(OCCC(=O)NNC(=O)c2ccncc2)cc1	0.0	1	2.7	12	-8	/	0	/	/
O=C(Nc1ccc(N2CCCCC2)cc1)c1ccccc1	0.0	5	1.0	1	7	6	-3	-6	-3
O=C1Nc2cc(Cl)c(Cl)cc2N(O)N1c1ccc(Cl)c(Cl)c1	-0.3	-2	3.3	-2	8	6	1	-1	-4
CCOCCn1ccc2c(OCC(=O)Nc3ccc(OC)cc3OC)cccc2c1=O	0.0	5	0.6	-3	-4	-8	-3	4	-2
NNC(=O)c1[nH]c2ccc(Br)cc2c1-c1ccccc1	0.0	6	0.8	4	5	3	1	-1	-4
CC1CCCCC1NC(=O)CN(C)S(=O)(=O)c1ccc2c(c1)c(=O)n(C)c(=O)n2C (stereo unspecified)	-0.4	-1	1.6	3	21	12	-3	1	1
C/C=N\NC(=O)COc1cc(C)ccc1C	0.0	-7	2.0	7	i	1	2	-1	0
CCCCC1CCCC12NC(=O)NC2=O (stereo unspecified)	0.2	5	-3.2	-2	-2	2	-4	-6	0

Results in proCasp7 act, TPT1 inhibitor and core dimer inh, for some of the entries so far:
| mol | proCasp7 act | TPT1 inhibitor | core dimer inh |
| --- | --- | --- | --- |
| CCOc1ccc(OCCC(=O)NNC(=O)c2ccncc2)cc1 | 12 | / | / |
| O=C(Nc1ccc(N2CCCCC2)cc1)c1ccccc1 | 1 | -3 | 6 |
| O=C1Nc2cc(Cl)c(Cl)cc2N(O)N1c1ccc(Cl)c(Cl)c1 | -2 | -4 | 6 |

(next part)
SMILES	Efflux pump mplx	procasp3 activ	PP5 primary	proCasp7 act	GASC-1 inh	core dimer inh	PP1 inh	CTSL1 counter	TPT1 inhibitor
Cc1cc(=O)[nH]c(N2CCc3ccccc3C2)n1	0.1	2	3.8	6	28	-5	2	-2	0
O=C(c1ccc2c3n(nc2c1)-c1ccc(Cl)cc1CO3)N1CCOCC1	0.3	-2	7.6	5	-3	-16	3	-1	-1
CCn1c2ccccc2c2cc(NC(=O)CSc3nnc(-c4cccc(C)c4)o3)ccc21	0.2	6	-2.2	-1	-3	7	5	6	2
Oc1ccccc1N1CCN(c2ncccn2)CC1	0.1	0	-1.6	13	/	2	-4	4	0
O=C(c1cnn2c(C(F)F)cc(-c3ccccc3)nc12)N1CCCCC1c1cccnc1 (stereo unspecified)	-0.1	2	-2.1	-4	-5	2	-1	7	-2
COc1cc(OC)cc(Oc2ccc(S(=O)(=O)N3CCCCC3)cc2[N+](=O)[O-])c1	0.0	14	-0.2	-13	2	4	0	-1	2
CC1CCN(C(=O)c2cc(-c3ccccc3O)on2)CC1	0.3	-9	5.7	-4	-18	-2	1	5	0
CN(C)S(=O)(=O)Oc1ccsc1C(=O)Nc1ccc(Cl)c(Cl)c1	-0.1	0	6.0	3	2	-3	-3	1	-3
CC1=NN(C(=O)c2c(Br)c(C)nn2C)C(O)(C(F)(F)F)C1 (stereo unspecified)	0.0	-4	0.7	15	-3	3	0	0	-3

High-throughput results from PubChem.
